Screening data (PubChem BioAssay)
HepG2 tox – HepG2 cytotoxicity, counter-screen for TGF-b inhibitors | AID 588856 | Potency, µM (series often up to 46.1 µM), without a hit: top-dose activity change, negative = cytotoxicity, most hits filed as cytotoxic | HepG2 CAGA-GFP viability, ATP luminescence, 18 h | 410,000 tested, 0.76% active; note: potency is the fitted concentration of half-maximal effect; some results filed as inactive show a strong effect at the top dose
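HepG2 CAGA-GFP cells (1000/well, DMEM with 1% FBS) received compound, then TGF-beta at 500 pg/mL final, and were incubated 18 hours at 37 degrees C. Viability was read by CellTiter-Glo luminescence. Media-only wells were set as complete cell-killing and DMSO as no toxicity.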
A549 viability – counter-screen for Nrf2 inhibitors: cytotoxicity in A549 cells. A549 ARE-Fluc cells, CellTiter-Fluor viability, 18-24 h. Potency, µM (highest dose often 46 µM), without a hit: at the highest dose activity change, negative = cytotoxicity, most hits filed as inhibitors. 390,000 tested, 0.16% active. AID 504648; note: potency is the fitted concentration of half-maximal effect; % is set by controls: 0 for no effect and ±100 for the full control effect
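A549 ARE_Fluc cells in 5% FBS OPTI-MEM were exposed to compounds in concentration-response for 18-24 h at 37 deg C. Viability was read by CellTiter-Fluor fluorescence (Ex 405/Em 525) after 30 min, before the luciferase read.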
S2 tox – cell viability loss in ATXN counter-screen; S2 cells (HEK-293 line with an ATXN2-luciferase reporter) viability, CellTiter-Fluor protease fluorescence, 24 h; Potency, µM (doses to about 56.7 µM), most hits filed as cytotoxic; 400,000 tested, 0.49% active; note: potency is the fitted concentration of half-maximal effect; nearly all actives have a fitted effect of over 40% in size
CCT modulator – changes cytosolic chaperonin activity; purified chaperonin ATPase assay, HTRF ADP detection, 30 min; activity change, % (concentration not given with the values), hits read low; 360,000 tested, 0.3% active; in the data active = activity change below about -30%; note: % is set by controls: 0 for no effect and ±100 for the full control effect
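First, chaperonin was dispensed at 40 nM or 20 nM final depending on batch activity. Next, compounds were pinned at 76 uM and ATP added at 10 uM. After 30 min at 37 °C, ADP detection reagents ran 30 min at ambient temperature.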
TGFb SMAD3 inh – TGF-b pathway inhibition. 410,000 tested, 1.2% active. AID 588855. HepG2 CAGA-GFP TGF-b/SMAD3 reporter, GFP fluorescence, 18 h; TGF-beta stimulated, 500 pg/mL final. Potency, µM (highest dose often 46.1 µM), for the others: at the highest dose activity, negative = inhibition, usual class: inhibitors; note: potency is the fitted concentration of half-maximal effect; % is set by controls: 0 for no effect and ±100 for the full control effect; nearly all actives have a fitted effect of over 65% in size
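First, reporter cells (HEPG2 CAGA-GFP) rested 2 h at 37 degrees C. Next, compounds were pinned in and TGF-beta added to 500 pg/mL final. After 18 h, GFP was imaged per cell and summed per well.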
Mm-Cpn inhibitor – blocks the Methanococcus maripaludis chaperonin Mm-Cpn. purified Mm-Cpn ATPase, ADP Transcreener TR-FRET. Potency, µM (series often up to 76.9 µM), for inactives: at the top dose activity, negative = inhibition, most hits filed as inhibitors. 330,000 tested, 0.031% active. AID 504842; note: potency is the fitted concentration of half-maximal effect; % is set by controls: 0 for no effect and ±100 for the full control effect; nearly all actives have a fitted effect of over 80% in size
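Measured: ADP formation by purified Mm-CPN. Conditions: 25 nM protein, 10 uM ATP, Tris pH 7.4 with Mg2+, K+ and DTT, 37°C for 30 min. Detection: Transcreener HTRF after 30 min at room temperature.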
Akt phos inh – Akt phosphorylation inhibition | 360,000 tested, 0.32% active | Neuro2A IGF-stimulated pAkt S473 HTRF, 20 min; active compounds read low | activity change, % for hits at 50 µM; in the data active = activity change below about -80%; inconclusive = mostly about -51% to -80%; note: % is set by controls: 0 for no effect and ±100 for the full control effect
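Neuro2A cells in DMEM with 0.5% FBS, overnight at 37 deg C, given compound at single 50 µM final, then IGF (6 nM final) for 20 min at 37 deg C. Lysed; phospho-Akt Ser473 by HTRF after 24 h, 665/615 ratio.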
Nrf2 ARE act – activators of Nrf2 (ARE) signaling; AID 624171; Potency, µM (top dose mostly 46.1 µM), for inactives: top-dose activation, actives largely listed as activators; AREc32 ARE-luciferase reporter (MCF7-derived line), luminescence, 24 h; 410,000 tested, 0.31% active; note: potency is the fitted concentration of half-maximal effect; % of control where 0% means no effect; nearly all actives have a fitted effect of over 65% in size
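Quantitative high-throughput format: AREc32 reporter cells, 1000 per well, received compound by pin transfer and were incubated 24 hr at 37 deg C, 5% CO2, before Steady-Glo luminescence detection.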
Nrf2 block – inhibitors of Nrf2 signaling. Potency, µM (series often up to 46 µM), inactives show at the highest dose activity change, negative = inhibition, actives largely listed as inhibitors. A549 ARE-Fluc reporter, luciferase luminescence, 18-24 h. 360,000 tested, 2.1% active; note: potency is the fitted concentration of half-maximal effect; % is set by controls: 0 for no effect and ±100 for the full control effect; nearly all actives have a fitted effect of over 60% in size
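In this cell-based qHTS, ARE-driven firefly luciferase in A549 cells reports Nrf2 activity; the luminescent signal after BugLite lysis is the measured value, with a prior CellTiter-Fluor read for cell health.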
* hit, by the source's call; i = inactive; ? = inconclusive; · = not tested or not shown; [ ] = remark or other dose. Unless noted, calls come from the whole dose curve; as a rule, active = well fitted curve in the direction sought with a large enough effect; inconclusive = small, poorly fitted or top-dose-only effect, or another doubt; inactive = no such curve, though single readings can be large; an effect the other way counts as inactive or inconclusive.

SMILES	HepG2 tox	A549 viability	S2 tox	CCT modulator	TGFb SMAD3 inh	Mm-Cpn inhibitor	Akt phos inh	Nrf2 ARE act	Nrf2 block
CC(C(=O)N(C)C)N1c2cccc3cccc(c23)S1(=O)=O (configuration not stated)	-34%	-2%	i	-1.5	-10%	0%	i	7.3%	?
CC1=C(C(=O)Nc2cccc(C(=O)N3CCC(C(N)=O)CC3)c2)SCCO1	-4%	-2%	i	0.1	-3%	1%	i	-0.1%	-3%
Nc1nnn(CC(=O)N/N=C/c2cn[nH]c2-c2ccccc2)n1	-1%	2%	i	1.1	-1%	2%	i	3.3%	6%
Cn1nc(CC(=O)NCCN2C(=O)CSC2=O)c2ccccc2c1=O	1%	0%	i	0.8	6%	2%	i	0.3%	-7%
COc1ccc(NC(=O)CN(C)C(=O)CNC(=O)c2cccs2)cc1	-59%	8%	i	-1.8	-13%	2%	i	0.1%	-2%
COc1ccccc1NC(=S)NC(NC(C)=O)C(Cl)(Cl)Cl (configuration not stated)	-10%	2%	i	-2.2	3%	2%	i	0.1%	-26%
COc1ccc(COC(=O)CCc2cc(OC)c(OC)c(OC)c2)cc1F	14%	-13%	i	-0.6	5%	·	i	0.2%	-4%
Cc1cc(Br)ccc1NC(=O)C1CCN(S(=O)(=O)c2ccc(Br)s2)CC1	-7%	-4%	?	·	-7%	·	·	0.0%	-7%
Cc1ccc(S(=O)(=O)NC(CC(C)C)C(=O)N2CC(C)OC(C)C2)cc1 (configuration not stated)	-5%	0%	?	-1.1	14%	3%	i	0.0%	22%
O=C(COc1ccc(F)cc1)Nc1nc(-c2cccnc2)cs1	-14%	·	i	-1.0	0%	·	i	3.3%	·
Cc1c(CC(=O)N2CCC(O)CC2)c(=O)oc2cc3c(cc12)CCC1(CCCCC1)O3	-7%	·	i	1.0	?	·	i	3.7%	·
O=C(OCC(=O)N1CCC(Cc2ccccc2)CC1)c1ccccc1NCCO	1%	-1%	i	0.0	1%	-6%	i	0.0%	-2%
O=C(c1ccco1)N1CCN(S(=O)(=O)c2ccccc2)CC1	-4%	-1%	i	1.7	-5%	4%	i	0.0%[9.22 µM]	0%
CN(C(=O)COC(=O)/C=C/c1ccc(C(F)(F)F)cc1)C1CCS(=O)(=O)C1 (configuration not stated)	1%	2%	i	-11	4%	1%	i	-0.2%	-19%
Cc1ccc(C)c(NC(=O)CN2C(=O)c3cccnc3Oc3ccc(C)cc32)c1	20%	2%	·	·	-15%	·	·	0.3%	-16%

Whole records as entered above.
COc1ccc(COC(=O)CCc2cc(OC)c(OC)c(OC)c2)cc1F across the screens: HepG2 tox: 14%; A549 viability: -13%; S2 tox: i; CCT modulator: -0.6; TGFb SMAD3 inh: 5%; Mm-Cpn inhibitor: ·; Akt phos inh: i; Nrf2 ARE act: 0.2%; Nrf2 block: -4%
Cn1nc(CC(=O)NCCN2C(=O)CSC2=O)c2ccccc2c1=O across the screens: HepG2 tox: 1%; A549 viability: 0%; S2 tox: i; CCT modulator: 0.8; TGFb SMAD3 inh: 6%; Mm-Cpn inhibitor: 2%; Akt phos inh: i; Nrf2 ARE act: 0.3%; Nrf2 block: -7%

Following part.
SMILES	HepG2 tox	A549 viability	S2 tox	CCT modulator	TGFb SMAD3 inh	Mm-Cpn inhibitor	Akt phos inh	Nrf2 ARE act	Nrf2 block
O=C(Nc1ccc(Cl)cc1)NC1CCS(=O)(=O)C1 (configuration not stated)	-1%	13%	i	-0.1	7%	0%	i	-0.7%	1%
COC(=O)c1ccc(OC)c(CSc2nnc(COc3ccc(OC)cc3)o2)c1	-23%	·	i	-1.0	1%	2%	i	0.6%	13µM*
COc1ccc(N2CCN(C(=O)c3ccc(Br)cc3)CC2)c([N+](=O)[O-])c1	2%	-3%	i	-0.1	0%	-5%	i	-0.1%	-27%
CCCCOc1ccccc1C1CC(=O)Nc2ccc3ccccc3c21 (configuration not stated)	11µM*	-8%	·	·	?	·	·	-3.9%	?
CC(=O)c1cccc(NC(=O)C2CCCN2S(=O)(=O)c2cccc3cccnc23)c1 (configuration not stated)	-8%	-1%	i	-1.1	-9%	-5%	i	0.3%	1%
O=C(Nc1ccc(F)cc1)c1csc2c1CCCCC2	-21%	1%	i	·	?	·	·	6.2%	?
Cc1noc(C)c1COc1ccc(C(=O)OCC(=O)OC(C)(C)C)cc1	-24%	2%	i	-2.3	-4%	3%	i	-0.5%	-29%
Cc1cc(Br)cc2c(C(=O)NCC3CCCO3)cc(-c3ccccc3)nc12 (configuration not stated)	-21%	8%	i	-4.5	?	-10%	i	1.3%	?
CCN1CCN(C(c2ccccc2)c2nnnn2CCc2ccc(OC)c(OC)c2)CC1 (configuration not stated)	1%	-4%	i	-1.5	-11%	0%	i	-1.2%	·
NC(=O)c1ccsc1NC(=O)COC(=O)Cc1ccc(F)cc1	-18%	·	i	-2.3	-20%	·	i	-0.4%	·
CC(C)(C)OC(=O)N1CCCC(C(=O)Nc2ccc(C(=O)N3CCCC3)cc2)C1 (configuration not stated)	5%	2%	?	-0.9	4%	-3%	i	-0.3%	-5%
CN(Cc1cccc(Cl)c1Cl)CC(O)COc1ccccc1 (configuration not stated)	-30%	7%	i	-3.9	-25%	-2%	i	4.2%	2%
Cc1cc(C)c(OCCn2ccnc2)c(C)c1	4%	-1%	i	-0.4	-7%	-1%	i	-1.1%	?
Cc1nc2ccccc2c2nc(NC(=O)Cc3ccccc3)nn12	-2%	-4%	i	2.5	22%	0%	·	2.6%	·
c1ccc2c(CSCc3nc4ccccc4[nH]3)cccc2c1	-26%	-10%	i	-1.1	?	1%	i	0.5%	?
Cc1c(N=Cc2cccs2)c(=O)n(-c2ccccc2)n1C	7%	?	i	-1.4	-1%	-1%	?	0.2%	·
COc1cccc(C(=O)Nc2cc(=O)n(C)c(=O)n2C)c1OC	2%	-1%	i	-0.8	0%	-12%	i	-0.4%	5%
CC(=O)Nc1cccc(NC(=O)CSc2nc(C3CC3)nc3ccccc23)c1	-21%	-5%	?	-0.9	-19%	1%	i	15%	?
N=C(N)Cc1ccccc1Sc1ccccc1	0%	2%	i	2.2	5%	3%	i	-0.6%	10%
CCOC(=O)c1ccccc1NC(=O)c1ccc(Cl)c(S(=O)(=O)N2CCOCC2)c1	-16%	-4%	i	1.4	4%	·	i	2.1%	?
Cc1cc(CN2CCN(c3ccc(F)cc3)CC2)cs1	-15%	10%	·	·	-25%	·	·	-0.7%	5%
O=C(Cc1cccc(C(F)(F)F)c1)Nc1ccccc1	-16%	3%	i	-28	3%	1%	i	2.9%	-6%
CCC(C)NC(=O)CN1C(=O)NC2NC(=O)NC21 (configuration not stated)	2%	-1%	i	-2.0	3%	0%	i	-1.0%	12%
CC1(C)CC(=O)C(C=NCC(O)c2ccccc2)=C(O)C1 (configuration not stated)	-3%	0%	i	-1.8	-8%	0%	i	-0.3%	·
CC(C)(C)c1ccc(CC(=O)N2CCC2(C)C(=O)Nc2cccc3ccccc23)cc1 (configuration not stated)	-35%	·	i	-1.4	?	·	i	0.5%	·
CCCC(O)(c1ccccc1)C(CN1CCOCC1)c1ccccc1 (configuration not stated)	-1%	0%	i	-1.4	0%	3%	i	0.3%	-18%
O=C(CSc1nnnn1-c1cccc2ccccc12)Nc1ccc(C(=O)O)cc1	-23%	3%	i	1.0	0%	1%	i	3.1%	?
c1ccc(OCCOCCN2CCOCC2)cc1	-6%	-3%	i	-3.6	-6%	-1%	i	-0.5%	14%
CCOC(=O)C(=O)N1CCN(c2cc3c(cc2[N+](=O)[O-])n(C)c(=O)n3C)CC1	20%	-1%	i	-2.3	-4%	0%	i	0.1%	-10%
CCn1ccc2cc(S(=O)(=O)N3CCCN(C(=O)NCC(=O)OC)CC3)ccc21	-20%	13%	i	·	-9%	·	·	-0.1%	·
COc1cc(-c2nnc(CSc3nnc(Nc4ccc(Oc5ccccc5)cc4)s3)o2)cc(OC)c1OC	0%	-13%	i	-9.1	?	-6%	i	4.3%	-5%
C=C1C(=O)N(C)CCC1C(CC)C(=O)OC (configuration not stated)	-1%	·	i	-0.4	1%	·	i	1.8%	·
CCc1ccc(NC(=O)CSc2nnnn2C)cc1	7%	1%	i	-0.8	6%	-6%	i	-0.1%	?
C/C=C/C(=O)OCC(=O)Nc1ccc(OC)c(OC)c1	2%	-10%	i	2.5	17%	3%	i	2.6%	25%
CC(C)OCCCNC(=O)c1cc2c(-c3ccc(Cl)cc3)nn(C)c2s1	-18%	0%	·	·	-25%	·	·	12%	-5%
CN(/N=C/c1cccs1)c1cc(=O)n(C)c(=O)[nH]1	6%	-2%	i	0.5	?	1%	i	0.7%	·
CS(=O)(=O)c1ccc2nc(NC(=O)c3ccc(Cn4cc(Br)cn4)o3)sc2c1	-28%	1%	i	-2.7	?	-2%	i	0.6%	5%
O=[N+]([O-])c1cccnc1Sc1n[nH]c(-c2ccc(Cl)cc2)n1	-36%	10%	i	-1.5	-13%	-2%	i	?	-6%
Cc1cccc(N2CCN(C(=O)c3cc4c(=O)n(C)c5ccccc5c4s3)CC2C)c1 (configuration not stated)	2%	4%	i	·	24%	·	·	-1.0%	16%
COc1ccc(-n2c(CN3CCN(C)CC3)nc3ccc([N+](=O)[O-])cc3c2=O)c(OC)c1	-9%	0%	i	-2.3	-10%	-1%	i	0.3%	-14%
CCOc1ccc(-n2c(=S)sc3c(=O)[nH]c(SCC(=O)NCc4ccco4)nc32)cc1	-1%	-17%	i	-1.6	17%	-2%	i	-0.8%	4%
O=C(COC(=O)/C=C/c1ccc(Cl)cc1Cl)Nc1cc(C(F)(F)F)ccc1N1CCOCC1	9%	0%	i	-0.2	-1%	1%	i	3.0%	2%
O=C(NCc1ccccn1)/C(=C/c1ccco1)NC(=O)c1ccccc1	1%	-3%	?	-2.7	-12%	-2%	i	2.3%	11%
